PhoP GFP inhibition: PhoP regulon inhibitors, Salmonella typhi PhoP promoter GFP reporter, confirmatory (AID 1850); Salmonella Typhi PhoP-promoter GFP reporter, fluorescence, 4 h; higher % means a stronger effect; one-dose inhibition, % at 50 µM; IC50 in µM for titrated hits; actives 0.33% (n = 310,000); in the data active = a potency from the dose series; inconclusive = inhibition mostly from about 25% at the one dose, without a potency; inactive = the rest, 99 in 100 with inhibition below about 19%;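 also: 0% = induced wells with vehicle and 100% = uninduced wells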
inhibitors of VEEV: inhibitors of VEEV TC-83 cytopathic effect, confirmation, Vero cells (AID 588727) | one-dose inhibition, % at 20 µM; IC50 in µM for titrated hits | actives 0.13% (n = 350,000) | Vero cells, VEEV TC-83 cytopathic effect inhibition; higher % means a stronger effect; in the data active = a potency from the dose series; inconclusive = inhibition mostly from about 14% at the one dose, without a potency; inactive = the rest, 99 in 100 with inhibition below about 12%; also: strong numbers were not always called active
influenza NS1A: H1N1 influenza NS1A inhibitors, functional cell based assay (AID 504329); NS1A functional cell-based assay, percent inhibition; higher % means a stronger effect; inhibition, % at 12.5 µM, or IC50 in µM where a hit was titrated; actives 0.3% (n = 340,000); in the data active = a potency from the dose series; inconclusive = inhibition above about 27% without an active follow-up result; also: strong numbers were not always called active
H37Rv inhibition: M. tuberculosis growth inhibition, HTS (AID 449762); M. tuberculosis H37Rv growth inhibition, 7H9 media; higher % means a stronger effect; inhibition, % at 25 µM, or IC50 in µM where a hit was titrated; actives 0.59% (n = 330,000); in the data active = a potency from the dose series; inconclusive = inhibition above about 70% without an active follow-up result;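 also: bacterial growth assessed after seven days of incubation; strong numbers were not always called active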
M. tuberculosis: growth inhibition of non-replicating M. tuberculosis (AID 488890); Mycobacterium tuberculosis non-replicating, growth inhibition; higher % means a stronger effect; inhibition, % at 25 µM; hits with a dose series show IC50 in µM; actives 0.39% (n = 320,000); in the data active = a potency from the dose series; inconclusive = inhibition mostly from about 82% at the one dose, without a potency; inactive = the rest, 99 in 100 with inhibition below about 76%;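 also: plate controls were DMSO cells for no effect and high antibiotic wells for full effect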
inhibitors of VEEV 10K pilot screen: second read-out of inhibitors of VEEV, no call of its own (marks repeat the call); inhibition, %; measured here: 10K pilot screen inhibition
Starred values were filed as active, the others as inactive; i = inactive; ? = inconclusive; . = no result given.

The opening 17 entries, ahead of the listing:
SMILES | PhoP GFP inhibition | inhibitors of VEEV | influenza NS1A | H37Rv inhibition | M. tuberculosis | others
O=C(COC(=O)c1cccc(S(=O)(=O)N2CCc3ccccc32)c1)Nc1ncc(Cl)cc1Cl | -19% | 0.2% | -3% | 2% | -6%
Cc1ccc(C(=O)NC2CCCCC2)cc1S(=O)(=O)N1CCCC1 | -9% | 2.8% | -2% | 19% | 57%
Cc1ccccc1NC(=O)c1cc2ccccc2o1 | -7% | 0.0% | 4% | 4% | ?
CCOc1ccc(CC2c3cc(OCC)c(OCC)cc3CCN2C(=O)c2cc(OC)c(OC)c(OC)c2)cc1OCC (stereo not drawn) | 10% | 9.9% | 9% | 4% | 37%
CNC[C@H](CC1CCCCC1)NC[C@H](CO)NCC1(c2ccccc2)CC1 | -8% | 13% | -12% | -6% | ?
CC(C)(C)NC(=O)C1c2ccccc2Oc2ccccc21 | -3% | 0.8% | 2% | -7% | -13%
O=C(Nc1ccccc1Cl)N1CCCN(c2nc(-c3ccccc3)ns2)CC1 | -16% | 0.5% | 2% | 1% | 16%
Cn1c(Cc2csc(N)n2)nnc1SCC(=O)NCc1ccccc1 | 5% | 0.8% | 0% | 0% | 8%
Cc1cc(S(=O)(=O)NCC(c2ccccc2)c2ccccc2)ccc1-n1cnnn1 | 5% | i | -22% | -9% | 23%
COc1ccc(C2NC(=O)C(C#N)=C(S)N2c2ccc(C)cc2)cc1OC (stereo not drawn) | -5% | 2.5% | 2% | -7% | 40%
COc1ccc(NC(=O)c2cnc3n(c2=O)CCS3)cc1OC | 13% | 0.3% | -1% | -1% | .
Cc1cc(C)c2c(N)c(C(=O)C(C)(C)C)sc2n1 | -8% | 3.3% | 3% | -4% | 3%
COC(=O)C1=CN(C2CCCCC2)C=C(C(=O)OC)C1c1ccc2c(c1)OCO2 | -6% | 0.0% | -12% | 2% | 14%
COCCN(CCOC)C(=O)c1ccc(NS(=O)(=O)c2ccc3[nH]c(=O)[nH]c3c2)cc1 | -8% | 0.8% | 23% | 5% | 8%
O=C(CCc1n[nH]c(=O)[nH]c1=O)Nc1cccc([N+](=O)[O-])c1 | -2% | 0.6% | -4% | 2% | 22%
C[C@@]12C(=O)N(c3ccc(C(F)(F)F)cc3)C(=O)N1[C@@H]1c3ccccc3OC[C@@H]1[C@H]2c1ccccc1 | 5% | 3.4% | 3% | -3% | 13%
COC(=O)C1=C(C)N(Cc2ccco2)C(=O)N[C@@H]1c1ccc(Br)cc1 | -33% | i | 5% | 3% | -8% | inhibitors of VEEV 10K pilot screen=0.2

Main list, repeating the preview:
SMILES | PhoP GFP inhibition | inhibitors of VEEV | influenza NS1A | H37Rv inhibition | M. tuberculosis | others
O=C(COC(=O)c1cccc(S(=O)(=O)N2CCc3ccccc32)c1)Nc1ncc(Cl)cc1Cl | -19% | 0.2% | -3% | 2% | -6%
Cc1ccc(C(=O)NC2CCCCC2)cc1S(=O)(=O)N1CCCC1 | -9% | 2.8% | -2% | 19% | 57%
Cc1ccccc1NC(=O)c1cc2ccccc2o1 | -7% | 0.0% | 4% | 4% | ?
CCOc1ccc(CC2c3cc(OCC)c(OCC)cc3CCN2C(=O)c2cc(OC)c(OC)c(OC)c2)cc1OCC (stereo not drawn) | 10% | 9.9% | 9% | 4% | 37%
CNC[C@H](CC1CCCCC1)NC[C@H](CO)NCC1(c2ccccc2)CC1 | -8% | 13% | -12% | -6% | ?
CC(C)(C)NC(=O)C1c2ccccc2Oc2ccccc21 | -3% | 0.8% | 2% | -7% | -13%
O=C(Nc1ccccc1Cl)N1CCCN(c2nc(-c3ccccc3)ns2)CC1 | -16% | 0.5% | 2% | 1% | 16%
Cn1c(Cc2csc(N)n2)nnc1SCC(=O)NCc1ccccc1 | 5% | 0.8% | 0% | 0% | 8%
Cc1cc(S(=O)(=O)NCC(c2ccccc2)c2ccccc2)ccc1-n1cnnn1 | 5% | i | -22% | -9% | 23%
COc1ccc(C2NC(=O)C(C#N)=C(S)N2c2ccc(C)cc2)cc1OC (stereo not drawn) | -5% | 2.5% | 2% | -7% | 40%
COc1ccc(NC(=O)c2cnc3n(c2=O)CCS3)cc1OC | 13% | 0.3% | -1% | -1% | .
Cc1cc(C)c2c(N)c(C(=O)C(C)(C)C)sc2n1 | -8% | 3.3% | 3% | -4% | 3%
COC(=O)C1=CN(C2CCCCC2)C=C(C(=O)OC)C1c1ccc2c(c1)OCO2 | -6% | 0.0% | -12% | 2% | 14%
COCCN(CCOC)C(=O)c1ccc(NS(=O)(=O)c2ccc3[nH]c(=O)[nH]c3c2)cc1 | -8% | 0.8% | 23% | 5% | 8%
O=C(CCc1n[nH]c(=O)[nH]c1=O)Nc1cccc([N+](=O)[O-])c1 | -2% | 0.6% | -4% | 2% | 22%
C[C@@]12C(=O)N(c3ccc(C(F)(F)F)cc3)C(=O)N1[C@@H]1c3ccccc3OC[C@@H]1[C@H]2c1ccccc1 | 5% | 3.4% | 3% | -3% | 13%
COC(=O)C1=C(C)N(Cc2ccco2)C(=O)N[C@@H]1c1ccc(Br)cc1 | -33% | i | 5% | 3% | -8% | inhibitors of VEEV 10K pilot screen=0.2
O=C(O)CCCCNS(=O)(=O)c1ccc(Cl)c(C(F)(F)F)c1 | 11% | 5.8% | 0% | -5% | 1%
Cc1noc(C)c1NC(=O)N(C)C[C@H]1Oc2c(NC(=O)c3ccncc3)cccc2C(=O)N([C@H](C)CO)C[C@@H]1C | . | 0.3% | 10% | 4% | -2%
COC(=O)CCC(=O)NNC(=O)Cc1ccccc1 | 8% | 1.1% | -3% | -5% | -12%
O=C(Nc1ccc(S(=O)(=O)N2CCOCC2)cc1)c1c(F)cccc1F | -17% | 1.6% | -8% | 4% | -8%
COc1ccc(/C=C/CN2CCCC(CO)(Cc3cccc(Cl)c3)C2)cc1 (stereo not drawn) | -15% | i | 4% | -1% | 77%
CC(C)(C)C(=O)N=C1SC2CS(=O)(=O)CC2N1c1ccc2c(c1)OCO2 (stereo not drawn) | -13% | 2.4% | -2% | -11% | 9%
COc1ccc(/C=N/NC(=O)c2cc(C)oc2C)cc1OCc1ccccc1 | 5% | 6.4% | 10% | 5% | 9%
O=C(c1ccc(F)cc1)N1CCC(n2nnc3ccccc32)CC1 | -10% | 0.1% | -2% | 10% | 8%

Further entries:
SMILES | PhoP GFP inhibition | inhibitors of VEEV | influenza NS1A | H37Rv inhibition | M. tuberculosis | others
O=C(NCc1ccccc1)C1CC(=O)N(C2CCCCCC2)C1 (stereo not drawn) | 2% | i | 0% | -1% | 8%
COC(=O)Cn1cnc2c(C#N)c3n(c2c1=O)CCCC3 | -6% | 2.6% | 1% | -8% | -3%
Cc1nnc(SCC(=O)N2CCc3ccccc32)n1-c1ccccc1 | -8% | 6.5% | 6% | 0% | 8%
C/C(=N\NC(=O)c1ccc(CSc2nc(C)cc(C)n2)cc1)C1CCCCC1 | -1% | 1.6% | -9% | 2% | 9%
CN(CC(=O)Nc1ccc(C#N)cc1)Cc1ccc(Cl)c(Cl)c1 | 3% | 1.5% | -8% | -7% | i
O=C(NC1CCCc2ccccc21)c1ccc(F)cc1F (stereo not drawn) | 7% | i | -4% | 0% | 67%
O=C(COC(=O)COc1cccc(F)c1)NCCC1=CCCCC1 | 3% | 0.9% | -6% | 2% | 11%
CNc1nc(Nc2ccc(C)c(Cl)c2)nc(N)c1[N+](=O)[O-] | -5% | 7.5% | 0% | 56% | 78%
CCCCC(=O)NCc1ccc(Cl)cc1 | -9% | 0.9% | 5% | -3% | 77%
O=C(NCCCN1CCCCC1)c1ccc2c(c1)ncn2C1CCCC1 | 9% | 1.9% | -5% | 2% | -11%
Cc1nn(C)c(C(=O)N2CCc3ccccc32)c1Br | -3% | 1.0% | -1% | -7% | 23%
O=C(Nc1ccccc1O)c1ccc(NS(=O)(=O)c2cccc3cccnc23)cc1 | -6% | 8.9% | 1% | -1% | .
CCOC(=O)c1c(-c2ccc(C)o2)csc1NC(=O)COC(=O)c1cccs1 | -17% | 4.9% | 5% | 5% | ?
Cc1ccc(C)c(OCCC(=O)N2CCN(S(=O)(=O)c3cc(C)ccc3C)CC2)c1 | 0% | 5.6% | -6% | 6% | 2%
O=C(NCc1cccnc1)C1CCC(c2ccc(Cl)cc2)CC1 (stereo not drawn) | 4% | i | -17% | 25% | 28%
CC(C)n1cc(C(=O)NC2CC(C)(C)Cc3c2cnn3-c2ccccc2)cn1 (stereo not drawn) | 0% | 0.7% | -9% | -3% | 12%
Cc1cccc(-c2nc3ccccc3c(=O)n2NC(=O)/C=C/c2ccc([N+](=O)[O-])cc2)c1 | 4% | 0.5% | 7% | 0% | 47%
COc1ccc2c3c(cccc13)C(=O)CC2 | i | ? | -3% | 2% | 21%
Nn1c(CSc2ccccn2)nc2ccccc2c1=O | -3% | 0.8% | 3% | 1% | 8%
O=C(N/N=C/c1cc([N+](=O)[O-])ccc1O)c1c[nH]c2ccccc12 | -11% | 13% | -6% | -2% | 43%
Cc1c(C=O)c2ccccc2n1Cc1ccccc1F | 5% | 0.2% | -6% | 29% | 44%
CN(C)S(=O)(=O)c1cccc(NC(=O)COc2ccc3ccccc3c2)c1 | . | 8.2% | -16% | 5% | 50%
CC(=O)c1ccc(NC(=O)C2CCCN2S(=O)(=O)c2ccc(F)cc2)cc1 (stereo not drawn) | 0% | 0.7% | -3% | -8% | -13%
CCCC(=O)Nc1ccc2c(c1)nc(CN1CCN(C(C)=O)CC1)n2C | 0% | 0.8% | 6% | -4% | -1%
C/C(=N\NC(=O)c1ccn(C)n1)c1ccc(NC(=O)C2CCCC2)cc1 | -5% | i | 8% | 1% | 16% | inhibitors of VEEV 10K pilot screen=2.3

Arranged by formula weight (highest first): 3 of the compounds above.
SMILES | PhoP GFP inhibition | inhibitors of VEEV | influenza NS1A | H37Rv inhibition | M. tuberculosis | others
O=C(COC(=O)c1cccc(S(=O)(=O)N2CCc3ccccc32)c1)Nc1ncc(Cl)cc1Cl | -19% | 0.2% | -3% | 2% | -6%
CC(C)(C)C(=O)N=C1SC2CS(=O)(=O)CC2N1c1ccc2c(c1)OCO2 (stereo not drawn) | -13% | 2.4% | -2% | -11% | 9%
O=C(O)CCCCNS(=O)(=O)c1ccc(Cl)c(C(F)(F)F)c1 | 11% | 5.8% | 0% | -5% | 1%

Later entries.
SMILES | PhoP GFP inhibition | inhibitors of VEEV | influenza NS1A | H37Rv inhibition | M. tuberculosis | others
O=S1(=O)CCC(NC(=S)N2CCCCC2)C1 (stereo not drawn) | -2% | 1.4% | -2% | -5% | -6%
FC(F)Sc1ccc(N=C2NN=C(c3ccc4c(c3)OCCO4)CS2)cc1 | -23% | 2.6% | -2% | ? | 18%
Oc1ccccc1C=NN=C1c2ccccc2-c2ccccc21 | . | 5.7% | 11% | . | .
COc1ccc(-n2c(Cc3cc(=O)[nH]c(=O)[nH]3)nnc2SCC(=O)N2CCC(C)CC2)cc1 | -5% | 0.7% | -10% | -6% | 1%
COc1ccc(CNc2nc(-c3cccnc3)nn2C(=O)C(C)C)cc1 | . | 0.4% | 5% | . | .
COc1ccc(CN2CCc3ccccc3C2)c(OC)c1OC | 9% | 0.7% | 1% | -9% | -5%
O=C(NN1C(=O)C2C3C=CC(O3)C2C1=O)c1ccccc1 (stereo not drawn) | -6% | 1.0% | 2% | -9% | -14%
CC(=O)N1c2ccc(S(=O)(=O)NCCC(=O)NCc3ccc(N(C)C)cc3)cc2CC1C (stereo not drawn) | -4% | 1.2% | 4% | 2% | -18%
CCC(=O)c1ccc(OCc2ccc(C(=O)c3ccccc3)cc2)cc1 | -2% | i | 7% | 53% | 77%
c1ccc(NC2=Nc3cccc4cccc2c34)cc1 | -69% | 2.8% | -1% | 11% | 14%
NC(=O)CC(NC(=O)c1ccc(Br)cc1)c1ccc(N2CCN(c3ccc(F)cc3)CC2)c([N+](=O)[O-])c1 (stereo not drawn) | 9% | 4.2% | 8% | 45% | 18% | inhibitors of VEEV 10K pilot screen=0.0
CSCCC(N=CC1=C(O)CC(C)(C)CC1=O)C(=O)O (stereo not drawn) | -15% | i | 2% | -6% | -12%
COc1cccc2c(Cl)c(CCCl)c(C)nc12 | 0% | 0.4% | -3% | 11% | 25%
CC12CCC(=O)N1C(C(=O)Nc1nc(-c3ccccc3Cl)cs1)CS2 (stereo not drawn) | -3% | 8.4% | 4% | 2% | 31%
Cc1nc(C2CCC3C4CCC5=CC(=O)CC[C@]5(C)C4CC[C@]23C)cs1 (stereo partly drawn) | -8% | . | . | 22% | 16%
O=C(O)CNC(=O)CC1S/C(=N/N=C2\CSC(=O)N2)NC1=O (stereo not drawn) | -7% | 8.3% | 7.7µM* | 2% | -22%
